# Cathepsin G inh = human cathepsin G inhibitors, primary screen, biochemical, pooled compound mixtures, AMC fluorescence; purified enzyme, AMC-tetrapeptide fluorescence; inhibition, % at 5 µM (by protocol); 0.2% of 62,000 active; AID 581, 2007;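 active = inhibition above 20% in each of the two mixture wells holding the compound; inactive = inhibition of 20% or less in either well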;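 also: 0% = enzyme control without mixture and 100% = blank lacking enzyme; strong numbers were not always called active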
# MKP-1 inh = MKP-1 phosphatase inhibitors, primary screen, biochemical, in vitro. recombinant MKP-1, OMFP hydrolysis fluorescence. inhibition, %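 (compounds tested at a single concentration somewhere between 10 and 100 µM)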. Dual specificity protein phosphatase 1 (Homo sapiens), P28562. 0.15% of 65,000 active;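 active = inhibition above about 50%, limit read from the data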;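 also: 0% = DMSO max control wells and 100% = wells with enzyme stopped by NaOH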
# FXIIa mix inh = human factor XIIa inhibitors, primary screen, biochemical, pooled compound mixtures, fluorogenic substrate. purified FXIIa. AID 684, 2007. inhibition, % at 5 µM. Coagulation factor XII (Homo sapiens), P00748. 0.2% of 62,000 active;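 also: 0% = enzyme without compound and 100% = no enzyme blank; some results filed as inactive read as strong as hits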
# FXIa inh mix = FXIa protease inhibitors in compound pools, primary screen, biochemical, 10-compound mixtures. Coagulation factor XI (Homo sapiens), P03951. purified FXIa, fluorogenic substrate, pooled mixtures. inhibition, % at 5 µM. 0.19% of 62,000 active. AID 680, 2007;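 also: each value is inhibition by a whole ten-compound pool holding the compound; 0% = enzyme with no mixture and 100% = wells lacking enzyme; strong numbers were not always called active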
# CatL inh = inhibitors of human cathepsin L, biochemical. purified cathepsin L, fluorogenic substrate, fluorescence. Procathepsin L (Homo sapiens), P07711. 0.17% of 58,000 active. inhibition, %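 (tested at 10 µM)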; in the data active = inhibition above about 45%;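 also: 0% = enzyme with no compound and 100% = no enzyme blank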
# C1s block = complement C1s protease inhibitors, primary screen, biochemical, 10-compound mixtures. Complement C1s subcomponent (Homo sapiens), P09871. purified C1s, fluorogenic AMC substrate, pooled mixtures. mean inhibition % of two 10-compound mixtures (stronger effect = higher value), % at 5 µM (by protocol). 0.16% of 62,000 active;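 active = inhibition above 20% in each of the two 10-compound mixture wells holding the compound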;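 also: 0% = enzyme wells lacking compound mixture and 100% = no-enzyme blank wells; some compounds called inactive have numbers as strong as hits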
# HTR1A agonist = human 5-HT1a receptor agonists, primary screen, cell-based, CHO, Ga15 NFAT-bla reporter | 5-hydroxytryptamine receptor 1A (Homo sapiens), P08908 | CHO 5-HT1a Ga15 NFAT-bla reporter, FRET ratio; 0% basal, 100% maximal reference agonist | activation, % at 10 µM | 0.56% of 65,000 active;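 active = activation above the screen-wide mean activation plus 3 SD, cut at about 19% in these data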;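 also: 0% = DMSO wells and 100% = 5-CT at EC100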
# Target sequence (P08908 whole entry, looked up): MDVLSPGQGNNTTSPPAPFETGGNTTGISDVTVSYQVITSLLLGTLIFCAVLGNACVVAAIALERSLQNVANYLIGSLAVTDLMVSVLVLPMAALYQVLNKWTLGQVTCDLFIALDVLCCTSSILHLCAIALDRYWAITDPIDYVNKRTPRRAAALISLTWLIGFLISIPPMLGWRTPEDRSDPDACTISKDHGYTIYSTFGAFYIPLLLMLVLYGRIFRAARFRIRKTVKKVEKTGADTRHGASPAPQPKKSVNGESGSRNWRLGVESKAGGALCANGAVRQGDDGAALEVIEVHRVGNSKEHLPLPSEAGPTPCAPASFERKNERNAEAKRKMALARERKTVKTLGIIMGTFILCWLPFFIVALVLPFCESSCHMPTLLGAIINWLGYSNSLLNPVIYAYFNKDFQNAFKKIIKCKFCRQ
# Cdc25B block = inhibitors of Cdc25B phosphatase catalytic domain, primary screen, biochemical, OMFP fluorescence. inhibition, %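 (compounds tested at 10 µM final in the well)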. recombinant Cdc25B, OMFP fluorescence Ex485/Em525. 0.1% of 65,000 active. M-phase inducer phosphatase 2 (Homo sapiens), P30305; in the data active = inhibition above about 50%
# Target sequence (P30305 whole entry, looked up, the tested form may be a part): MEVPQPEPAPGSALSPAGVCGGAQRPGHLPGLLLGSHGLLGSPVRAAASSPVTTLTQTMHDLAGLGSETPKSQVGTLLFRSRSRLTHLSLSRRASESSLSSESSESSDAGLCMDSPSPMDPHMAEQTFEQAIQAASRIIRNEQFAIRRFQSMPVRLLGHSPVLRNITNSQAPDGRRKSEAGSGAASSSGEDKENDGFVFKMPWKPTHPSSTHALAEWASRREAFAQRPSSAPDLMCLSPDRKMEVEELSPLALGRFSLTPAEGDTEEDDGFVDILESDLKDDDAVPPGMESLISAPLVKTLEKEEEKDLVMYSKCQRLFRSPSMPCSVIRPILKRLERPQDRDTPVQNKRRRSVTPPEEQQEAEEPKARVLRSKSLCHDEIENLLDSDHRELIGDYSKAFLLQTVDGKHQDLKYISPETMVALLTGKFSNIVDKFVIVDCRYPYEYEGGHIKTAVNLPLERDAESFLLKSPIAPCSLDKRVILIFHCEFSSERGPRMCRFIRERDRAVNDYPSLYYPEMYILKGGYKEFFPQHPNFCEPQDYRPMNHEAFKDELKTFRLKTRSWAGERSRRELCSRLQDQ
# Hsp90 block = tumor Hsp90 inhibitors, primary screen, cell lysate, fluorescence polarization, NCI-N417 lysate | Heat shock protein HSP 90-alpha (Homo sapiens), P07900 | Cy3B-geldanamycin FP displacement | inhibition, % at 30 µM | 0.35% of 64,000 active | AID 429, 2006;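 active = inhibition above 50%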;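 also: 0% = tracer plus lysate wells and 100% = tracer alone without lysate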
# * marks the source's active call; other numbers are inactive results; x = not tested or not shown. Rule as the data show it, unless noted: active = inhibition above about 20% (passing the limit was not always enough); inactive = the rest.
# Results follow in this order: Cathepsin G inh, MKP-1 inh, FXIIa mix inh, FXIa inh mix, CatL inh, C1s block, HTR1A agonist, Cdc25B block, Hsp90 block
> COc1ccc(C(=O)Nc2ccc(S(=O)(=O)N3CCCCC3)cc2)cc1OC
    0, 18, 6, -10, 16, -17, -0.8, -9, -2
> O=C(CN1CCCCCC1)Nc1cccc2c1OCO2
    -1, 5, -18, 3, 23, -11, -6.6, -4, 4
> Cc1ccc(C)n1C1CCS(=O)(=O)C1 (configuration not stated)
    -1, 22, -4, 8, 2, -4, 0.1, -1, 3
> Cc1nc2sc(C(c3cccc(F)c3)N3CCC(O)CC3)c(O)n2n1 (configuration not stated)
    46, 2, 3, 23, 15, -5, -0.9, 3, 6
> CC1=CC(=C2C(=O)c3ccccc3C2=O)C=C(C)O1
    -3, -10, 13, 0, 13, -24, -1.4, -3, 22
> CCOc1ccccc1NC(=O)Cn1cnc2c(cnn2-c2ccc(C)c(C)c2)c1=O
    -1, 5, 30, -2, -7, 3, -2.1, -7, 1
> CC1CCc2c(sc(N)c2C(N)=O)C1 (configuration not stated)
    2, -16, 4, 3, -3, 4, 0.1, -4, -4
> O=C(Nc1ccn(Cc2ccc(Cl)cc2)n1)c1ccc2c(c1)OCO2
    9, 9, 0, 5, 2, 10, -3.3, 0, -8
> COC(=O)CS(=O)(=O)c1ccc2c(c1)CC(=O)N2
    18, -3, -16, -9, 9, 4, -0.9, -5, -1
> CNC(=O)CC(C(=O)O)c1ccc(OC(C)C)cc1 (configuration not stated)
    0, -19, -17, 6, 5, -2, 3.1, -24, 3
> O=C(Nc1ccc2nn(-c3ccccc3)nc2c1)c1cccs1
    -14, -6, 6, -14, 30, -37, 1.3, 11, -1
> Cc1cc(C)n2nc(SCc3cc(=O)n4ccccc4n3)nc2n1
    8, -5, 6, 9, 2, 5, 4.3, -1, 2
> COc1ccccc1NC(=O)c1cc(S(=O)(=O)N2CCC3(CC2)OCCO3)ccc1F
    6, -1, 45, -1, -1, -10, -1.4, -22, -3
> O=S1(=O)N=C2CCCCCN2C(c2ccncc2)N1 (configuration not stated)
    0, 23, 3, 1, 3, 0, -2.5, 6, -2
> N#CC(C(=O)CCN1C(=O)C2CC=CCC2C1=O)c1nc2ccccc2[nH]1 (configuration not stated)
    10, 14, 15, 3, 4, -4, -0.5, 1, 2
> Cc1cc(C)n(-c2ccc(C(=O)NC3=NCCS3)cc2)n1
    -1, 25, 5, -6, 4, 24, 1.9, -21, 1
> CCN1CCN(c2nc(SC)nc3sc4c(c23)CC(C)(C)OC4)CC1
    6, 7, 8, -3, -11, -3, 0.1, -19, x
> CCCCOc1ccc(Cl)cc1CSc1nnc(CC)n1N
    0, 9, -17, 7, x, -39, -1.7, 6, -3
> CCN1CCN(C(=O)CN(C)S(=O)(=O)c2ccc(OC)cc2)CC1
    1, 5, 8, 5, -10, -1, -2.9, 1, -9
> Nc1c(N2CCCCC2)c(=O)[nH]c(=O)n1-c1ccccc1
    -8, -21, 2, 4, 0, -2, -0.1, -21, -5
> CCC(=O)Nc1cccc(NC(=O)c2ccc3c(c2)OCO3)c1
    1, -12, -20, 3, 3, 2, -1.7, -4, 0
> Cc1cccc(-n2c(CCN3C(=O)c4ccccc4C3=O)nc3ccccc3c2=O)n1
    -1, 8, -1, 1, -4, -13, 0.8, -16, -6
> O=C(NCCN=C1NS(=O)(=O)c2ccccc21)c1ccc(S(=O)(=O)N2CCOCC2)cc1
    7, 1, 12, 4, x, 14, -1.4, -3, -6
> CCOC(=O)/C=c1\s/c(=C\c2ccccc2OC)c(=O)n1CC(=O)N1CCOCC1
    0, 42, 0, -3, 11, -15, 0.9, -2, -5
> N#Cc1c(NC(=O)CSCC(=O)O)sc2c1CCCC2
    -3, 5, 1, -1, 22, -7, -3.5, -2, -7
> Cc1cc(C)n2nc(Nc3ccccc3)cc2n1
    11, -2, 3, 3, 6, 0, -0.9, -10, x
> CSc1cccc(NC(=O)C2CCCN(S(=O)(=O)c3ccc(F)cc3)C2)c1 (configuration not stated)
    -3, 1, -12, -1, 8, 2, -1.3, -6, -2
> CCOC(=O)c1[nH]nc2c1C(=O)N(CC)C2=O
    15, -16, 9, 14, 17, 6, 0.3, -5, 1
> O=C(CSc1nnc(COc2ccccc2)o1)NCCc1ccccc1
    -1, 35, -22, 6, 4, 0, 0.1, -2, -3
> CCOc1ccccc1NC(=O)CSc1nc2cccnc2n1C
    6, -30, 5, -1, -4, -1, -1.1, -2, 0

# Reformatted bar-delimited: entries from further up.
Compound | Cathepsin G inh | MKP-1 inh | FXIIa mix inh | FXIa inh mix | CatL inh | C1s block | HTR1A agonist | Cdc25B block | Hsp90 block
CC1CCc2c(sc(N)c2C(N)=O)C1 (configuration not stated) | 2 | -16 | 4 | 3 | -3 | 4 | 0.1 | -4 | -4
O=C(Nc1ccn(Cc2ccc(Cl)cc2)n1)c1ccc2c(c1)OCO2 | 9 | 9 | 0 | 5 | 2 | 10 | -3.3 | 0 | -8
COC(=O)CS(=O)(=O)c1ccc2c(c1)CC(=O)N2 | 18 | -3 | -16 | -9 | 9 | 4 | -0.9 | -5 | -1

# 3 compounds from above, ordered by the value under FXIIa mix inh, ascending:
Structure	Cathepsin G inh	MKP-1 inh	FXIIa mix inh	FXIa inh mix	CatL inh	C1s block	HTR1A agonist	Cdc25B block
CCC(=O)Nc1cccc(NC(=O)c2ccc3c(c2)OCO3)c1	1	-12	-20	3	3	2	-1.7	-4
N#Cc1c(NC(=O)CSCC(=O)O)sc2c1CCCC2	-3	5	1	-1	22	-7	-3.5	-2
Cc1cc(C)n2nc(Nc3ccccc3)cc2n1	11	-2	3	3	6	0	-0.9	-10

# Compounds shown so far with a Cl atom, in the order listed:
# Results follow in this order: Cathepsin G inh, MKP-1 inh, FXIIa mix inh, FXIa inh mix, CatL inh, C1s block, HTR1A agonist, Cdc25B block, Hsp90 block
> O=C(Nc1ccn(Cc2ccc(Cl)cc2)n1)c1ccc2c(c1)OCO2
    9, 9, 0, 5, 2, 10, -3.3, 0, -8
> CCCCOc1ccc(Cl)cc1CSc1nnc(CC)n1N
    0, 9, -17, 7, x, -39, -1.7, 6, -3

# Next entries follow:
# Results follow in this order: Cathepsin G inh, MKP-1 inh, FXIIa mix inh, FXIa inh mix, CatL inh, C1s block, HTR1A agonist, Cdc25B block, Hsp90 block
> O=C(NCCN1C(=O)C2C3C=CC(C3)C2C1=O)Nc1ccccn1 (configuration not stated)
    15, -2, 2, 5, -3, 16, -0.6, -10, 0
> O=C(CN1CCC(n2nnc3cc(F)ccc32)CC1)Nc1ccc2c(c1)CCC2
    0, -8, 5, 4, -2, 2, -0.3, -6, -5
> CC(Sc1ccc2ccccc2n1)C(=O)O (configuration not stated)
    21, -19, 3, 12, -14, 7, 1.1, 27, -1
> Cc1ccc(NC(=O)c2cc(-c3ccco3)on2)cc1C
    -2, 9, 10, 7, -6, -14, -4.3, -4, -4
> CC1Cc2cc(/C(O)=C3/C(=O)C(=O)N(CCN4CCOCC4)C3c3cccc(O)c3)ccc2O1 (configuration not stated)
    -4, 6, -15, 3, 1, -25, 1.1, 0, -5
> O=C(Nc1cccc(Cl)c1Cl)c1ccncc1
    17, 14, 11, 6, 5, 6, x, -10, x
> COc1ccc(/C(O)=C2\C(=O)C(=O)N(Cc3ccco3)C2c2cc(OC)ccc2OC)cc1 (configuration not stated)
    x, -25, x, x, 5, x, 0.1, -9, -1
> CCOc1ccc(-c2nnc(SCc3nnc(-c4ccccc4)o3)n2-c2ccccc2F)cc1
    -5, 36, 5, 7, -1, 3, 2.2, -16, -4
> COc1ccc(NC(C)=O)cc1NC(=O)CN1CCN(S(=O)(=O)c2ccc(C(C)C)cc2)CC1
    11, 1, 2, 3, 6, 14, 0.8, 5, 0
> CCC(C)C(=O)N1CCc2cc(-c3csc(N)n3)ccc21 (configuration not stated)
    -17, -3, 6, -4, -3, -38, 0.3, -1, 1
> O=C(CN1C(=O)c2ccccc2C1=O)Nc1nnc(C2CCCO2)s1 (configuration not stated)
    3, 5, -1, 13, -5, 6, -1.3, -37, -2
> CCc1cccc(NC2c3ccccc3C(=O)N2c2ccc(C)cn2)c1 (configuration not stated)
    7, -8, 1, -1, x, 4, 0.4, -15, -6
> COC(=O)c1ccccc1S(=O)(=O)N(CCCO)Cc1cc2c(C)ccc(C)c2[nH]c1=O
    -1, 2, 0, -1, -1, 0, -0.7, -24, -4
> COc1ccc(-c2ccc(SCC(=O)NCc3ccco3)nn2)cc1
    -15, 6, 2, 0, -6, -19, -0.8, 15, 2
> O=C(CC12CC3CC(CC(C3)C1)C2)NCO
    3, 3, 9, 1, -4, -19, -2.7, -6, -4
> Cc1nnc(NC(=O)c2ccc3c(c2)C(=O)N(CC2CCCO2)C3=O)s1 (configuration not stated)
    8, 8, 4, 1, 10, 4, -2.5, -22, -4
> O=C(c1ccc(F)cc1)C1CCN(C(=O)N2CCOCC2)CC1
    -3, -13, 0, 6, x, -4, 0.8, 5, -3
> CCSc1ccccc1C(=O)Nc1cc(C)on1
    9, 2, 1, -1, 12, 7, -1.9, -12, 0
> Cc1ccc(-c2nc(NC(=O)CSc3nnc(C)s3)ns2)cc1
    12, 8, -2, 9, -6, 14, -2.7, 0, -3
> Cc1cccc(C)c1NC(=O)CS(=O)CC(=O)NC1CCN(Cc2ccccc2)CC1 (configuration not stated)
    8, -14, 1, 5, -8, 3, -1.5, -9, -5
> Cc1cc(Nc2cccc(Cl)c2C)n2ncnc2n1
    8, 2, -10, -1, x, 5, -4.3, 0, -2
> Clc1ccccc1-c1nn2c(Cn3cnc4ccccc43)nnc2s1
    12, -4, 2, 5, 19, 19, 1.6, 0, -4
> O=C(Nc1ccc(Cl)cc1)N1CCC(c2nc(-c3cccs3)no2)CC1
    -3, 33, 9, 5, -10, -4, -4.6, 8, -2
> Cc1cc(C(=O)CC#N)c(C)n1CC(F)(F)F
    8, 3, 2, 3, 6, -22, -2.7, 3, -2
> CCOC(=O)C1CCCN(C2CC(=O)N(c3cccc(C(F)(F)F)c3)C2=O)C1 (configuration not stated)
    -4, 3, 4, -2, 22, -26, -1.1, -9, 2
> CCn1cc(C2=NOC(C(=O)Nc3c(C)nn(Cc4ccc(F)cc4)c3C)C2)c(C)n1 (configuration not stated)
    13, -11, 3, 22*, 14, 17, 0.2, -7, 0
> CCCNc1nc2c(c(=O)[nH]c(=O)n2C)n1Cc1ccc(F)cc1
    2, 3, 9, -2, x, 6, -0.4, 5, -3
> CCN(CCCNC(=O)CCn1c(=O)[nH]c2ccccc2c1=O)c1ccccc1
    10, 18, 4, 12, 6, 14, -2.0, -18, 1
> COc1ccc(N2CCN(Cc3nc(-c4ccc(Cl)cc4Cl)no3)CC2)cc1
    2, -7, 5, 10, 4, -25, -2.2, -15, -2
> COC(=O)c1cn(NC(=O)c2ccncc2)c(=O)c2ccccc12
    6, 13, 6, -1, -7, 0, 0.0, -21, x

# Single records (already shown). Values in the order: Cathepsin G inh, MKP-1 inh, FXIIa mix inh, FXIa inh mix, CatL inh, C1s block, HTR1A agonist, Cdc25B block, Hsp90 block
# Cc1cccc(C)c1NC(=O)CS(=O)CC(=O)NC1CCN(Cc2ccccc2)CC1 (configuration not stated) is listed as 8, -14, 1, 5, -8, 3, -1.5, -9, -5
# COc1ccc(-c2ccc(SCC(=O)NCc3ccco3)nn2)cc1 is listed as -15, 6, 2, 0, -6, -19, -0.8, 15, 2
